Dynein transport: blocks dynein driven cargo transport along microtubules. z-score, hits read low. 3617.4 mouse cells, GR-EGFP nuclear translocation imaging; test concentration mostly 20 µM; stimulated with dexamethasone, 1 µM; active compounds read low. AID 1381. 220,000 tested, 0.47% active;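 active means plate z-score of nuclear minus cytoplasmic receptor signal below a set negative limit, without overly bright fluorescence or cell loss, cut at about -3.5 in these data, passing the limit was not always enough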;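 further: z-score of nuclear minus cytoplasmic ring GR-EGFP intensity difference per well; some compounds called inactive have numbers as strong as hits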
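Buffer or medium – tet-free medium with charcoal-stripped serum · Signal – automated 10x imaging of fixed Hoechst-stained cells · Also added – dexamethasone agonist, 1.0 µM final, for 30 min · Incubation – induction 48 h, compound 1 h, agonist 30 min · Read-out – GR-EGFP nuclear translocation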
GPR55 beta-arrestin: selective activators of receptor GPR55 – imaging, U2OS cells, beta-arrestin-GFP redistribution, primary screen (AID 1961); U2OS GPR55 beta-arrestin-GFP redistribution imaging; higher % means a stronger effect; one-dose activation, % at 10 µM; EC50 in µM for titrated hits; 290,000 tested, 0.048% active;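 active means activation above 40% with more than 50 cells counted in the well; inconclusive means wells holding fewer than 50 cells, flagged as toxic or sparse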;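 further: U2OS osteosarcoma cells stably expressing GPR55 and beta-arrestin-GFP; plate controls were DMSO negative control for no effect and LPI positive control for full effect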
P. falciparum M17LAP: P. falciparum M17LAP inhibitors, primary screen, biochemical, fluorogenic H-Leu-NHMec substrate, 1536-well (AID 1619) | 220,000 tested, 0.38% active | recombinant M17LAP, H-Leu-NHMec fluorogenic kinetic assay; higher % means a stronger effect | one-dose inhibition, % at 30 µM; IC50 in µM for titrated hits;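 active means compound inhibiting the enzyme by more than half at any dose during confirmatory dose-response retesting; inconclusive means strong single-dose inhibitors picked by rank but not retested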;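 further: plate controls were full reaction with DMSO carrier for no effect and no enzyme background for full effect; strong numbers were not always called active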
NOD1 inhibition: inhibition of NOD1-driven NF-kB reporter – cell-based, luminescence, uHTS, primary screen (AID 1578); NOD1-driven NF-kB luciferase reporter cells, luminescence; higher % means a stronger effect; 290,000 tested, 1% active; inhibition, % at 4 µM, or EC50 in µM where a hit was titrated; in the data active means inhibition mostly above about 36%, no sharp cut-off; inactive means mostly below about 34%;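 further: HEK-293T reporter cells stimulated with the NOD1 agonist gamma-tri-DAP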
NOD2 inhibition: NOD2 signaling inhibitors, cell-based, luminescence, uHTS, HEK293 (AID 1566); HEK293 NOD2/NF-kB luciferase reporter, luminescence; higher % means a stronger effect; inhibition, % at 4 µM, or EC50 in µM where a hit was titrated; 290,000 tested, 0.63% active; further: many of its hits are not listed in these tables
KOR beta-arrestin-1: KOR antagonists, beta-arrestin recruitment, cell-based, luminescence, uHTS (AID 1778); inhibition, % at 10 µM; hits with a dose series show IC50 in µM; 290,000 tested, 0.091% active; KOR beta-arrestin recruitment, luminescence, antagonist mode; higher % means a stronger effect; further: strong numbers were not always called active
KOR beta-arrestin-2: kappa opioid receptor activators – cell-based, luminescence, uHTS, primary screen (AID 1777); KOR beta-arrestin recruitment, luminescence; higher % means a stronger effect; activation, % at 10 µM; hits with a dose series show EC50 in µM; 280,000 tested, 0.02% active; in the data active means activation above about 50%, passing the limit was not always enough; further: a part of the inactive calls stands beside numbers as strong as those of hits
AID2073: inhibitors of Mint1-CaV2.2 protein interaction, biochemical, HTRF (AID 2073). HTRF protein-protein interaction, Mint1-CaV2.2; higher % means a stronger effect. inhibition, % at 20 µM, or IC50 in µM where a hit was titrated. 290,000 tested, 0.19% active; in the data active means inhibition mostly above about 51%, no sharp cut-off; inconclusive means no clear call, values can overlap the other calls; inactive means mostly below about 53%; further: some results filed as inactive read as strong as hits
P. falciparum M1AAP: malaria alanyl aminopeptidase activity blockers – biochemical, fluorogenic H-Leu-NHMec substrate, 1536-well (AID 1445); recombinant M1AAP, H-Leu-NHMec fluorogenic kinetic assay; higher % means a stronger effect; inhibition, % at 30 µM; hits with a dose series show IC50 in µM; 220,000 tested, 0.42% active;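 active means primary inhibition above the hit cutoff, then over 50% inhibition at one or more dose response concentrations, cut at about 23% in these data, passing the limit was not always enough; inconclusive means conflicting primary data, or primary hits not chosen for dose response; inactive means low primary inhibition, or under 50% at every dose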;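 further: plate controls were DMSO full reaction for no effect and no enzyme background for full effect; strong numbers were not always called active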
Dynein transport cytoplasmic EGFP: also measured in Dynein transport; calls as there; z-score; measured here: cytoplasmic GR-EGFP intensity; active compounds read high
Dynein transport nuclear GR-EGFP: second read-out of Dynein transport, no call of its own (marks repeat the call); z-score; measured here: nuclear GR-EGFP intensity;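 lower value marks the stronger effect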
Dynein transport cell count: also measured in Dynein transport; calls as there; z-score; measured here: cell count per field
An asterisk follows results filed as active; ? = inconclusive; nt = not tested or not shown; [ ] = another dose, or the depositor's remark. Unless noted, no stated cut-off is given here; in the data, active means inhibition above about 50%; inactive means the rest. An excerpt; count on the stated rates, not on these rows.

SMILES	Dynein transport	Dynein transport cytoplasmic EGFP	Dynein transport nuclear GR-EGFP	Dynein transport cell count	GPR55 beta-arrestin	P. falciparum M17LAP	NOD1 inhibition	NOD2 inhibition	KOR beta-arrestin-1	KOR beta-arrestin-2	AID2073	P. falciparum M1AAP
CCOC(=O)c1cnn(-c2nc(OCC)cc(OCC)n2)c1C	-0.96	0.88	-0.67	0.54	0.5%	4%	-18%	-9%	29%	-0.7%	2%	4%
CCc1ccc(C(=O)Nc2cccnc2Oc2ccc(Cl)cc2)cc1	0.61	-0.19	0.15	-0.42	-0.1%	-5%	-4%	-1%	0%	1.4%	9%	5%
COCCCNC(=O)C(=O)NCC(c1ccco1)N1CCN(c2ccc(OC)cc2)CC1 (stereo not drawn)	nt	nt	nt	nt	-0.1%	nt	-10%	13%	-27%	-3.1%	7%	nt
Cc1ccccc1S(=O)(=O)NCc1ccc(N2CCN(C)CC2)cc1	-0.33	-0.24	-0.27	1.5	0.0%	-3%	-15%	-19%	1%	2.5%	-8%	-1%
COC(=O)C1=CN(Cc2ccc(C)cc2)C=C(C(=O)OC)C1c1ccc(F)c(F)c1	nt	nt	nt	nt	-0.1%	nt	1%	10%	-5%	-4.5%	10%	nt
COc1ccc(S(=O)(=O)Nc2ccc(S(=O)(=O)Nc3nc(C)cc(C)n3)cc2)cc1OC	-0.75	-0.27	-0.35	0.91	0.0%	12%	-29%	7%	7%	1.8%	-6%	2%
CC1(C)Cc2nc3sc4c(N(CCO)CCO)ncnc4c3cc2CO1	-0.22	-0.25	-0.18	0.93	-0.2%	-22%	-13%	-41%	-24%	2.0%	13%	-2%
Cc1nn(CC(=O)NN)c(C)c1Br	-0.94	-0.28	-0.51	1.4	-0.1%	13%	-14%	7%	12%	0.2%	6%	5%
ON1C(c2ccccc2)CC2(O)c3nonc3CCC12 (stereo not drawn)	-0.53	-0.17	0.018	-0.36	-0.1%	-1%	-9%	3%	-26%	1.5%	-4%	1%
Cc1ccc(NC(=O)Nc2nnc(Cc3ccc([N+](=O)[O-])cc3)s2)cc1C	0.01	-0.26	0.44	-0.055	-0.2%	5%	18%	-22%	-2%	24%	0%	4%
Cc1ncsc1CCOC(=O)c1ccccc1	0.078	-0.34	-0.34	-0.16	-0.3%	-5%	-47%	-6%	-10%	2.0%	19%	-3%
Cc1noc(C)c1S(=O)(=O)Nc1ccc(C(=O)NC2CCCCC2)cc1	1.1	0.42	0.72	-1	-0.1%	-1%	-8%	5%	-24%	7.0%	?	8%
Cc1ccc(-n2c(C)nn(Cc3ccc([N+](=O)[O-])cc3)c2=O)cc1	-0.25	-0.29	0.59	0.08	0.0%	1%	-37%	1%	24%	-1.9%	-4%	3%
Cc1cccc(C(=O)N2CCN(C(=O)c3cccc(C)c3)C(C)C2)c1 (stereo not drawn)	1.4	-0.16	0.89	-0.079	-0.2%	-3%	-22%	9%	17%	-3.2%	-7%	1%
Cc1cc(OC(=O)c2c(Cl)cccc2Cl)nc(C)n1	0.33	-0.23	-0.043	0.23	0.3%	6%	-5%	-5%	24%	-3.8%	11%	7%
N/C(Cc1ccc([N+](=O)[O-])cc1)=N\OC(=O)Cc1ccc(Cl)cc1	0.044	-0.26	0.21	-0.3	-0.2%	-8%	-2%	-7%	-8%	-1.7%	-6%	0%
COc1ccc(/C(O)=C2/C(=O)C(=O)N(CC3CCCO3)C2c2cccc(OC)c2)cc1 (stereo not drawn)	-0.29	-0.21	0.16	0.5	2.5%	-2%	-8%	6%	-22%	2.2%	0%	10%
Cc1ccc(Cn2ncc3c(N4CCN(CC#N)CC4)ncnc32)cc1	0.097	-0.27	-0.51	-0.22	-0.2%	-2%	-28%	-5%	-31%	-0.2%	-5%	-3%
CSc1ccc(S(=O)(=O)N(C)Cc2ccccc2)cc1	-0.4	-0.14	-0.07	0.077	0.1%	-1%	-5%	9%	7%	-0.9%	3%	3%
Cc1nc(SCC(O)CCl)c([N+](=O)[O-])[nH]1 (stereo not drawn)	0.49	-0.24	0.74	-0.072	-0.3%	12%	-8%	14%	4%	-5.0%	-7%	6%
CCOC(=O)C1CCCCN1Cc1ccc(OC)c(OC)c1 (stereo not drawn)	0.28	-0.25	1.1	-0.52	-0.3%	7%	-13%	8%	-14%	-0.1%	7%	1%
Cc1c(C)n(C)c2ccc(C(=O)NCCCN3CCCC3)cc12	nt	nt	nt	nt	0.2%	nt	-30%	14%	-49%	8.2%	5%	nt
Cc1ccc(S(=O)(=O)N(C)c2c(C)ccc(S(N)(=O)=O)c2C)cc1	0.46	-0.16	0.15	-0.46	-0.1%	-11%	-20%	4%	25%[20 µM]	nt	3%	0%
Cc1ccc(C(C(=O)NC2CCCCC2)N(CC2CCCO2)C(=O)CCCC(=O)Nc2ccccn2)cc1 (stereo not drawn)	nt	nt	nt	nt	0.5%	nt	-14%	14%	16%	-4.2%	2%	nt
COc1cccc(C(=O)NNc2c3ccccc3nc3ccccc23)c1	nt	nt	nt	nt	0.2%	nt	-4%	18%	-76%	1.9%	2%	nt
NN/C(=C\[N+](=O)[O-])Nc1ccc(Cl)cc1	-0.31	-0.21	0.019	-0.12	-0.1%	1%	-21%	-7%	2%	-1.6%	14%	1%
CCn1cc(CNC(=O)c2ccc3nc(Cc4ccc(OC)cc4)oc3c2)cn1	nt	nt	nt	nt	-0.1%	nt	34%	54%*	-8%	-4.6%	5%	nt
CCCC(=O)n1nc(-c2ccccc2)nc1N	0.7	-0.27	0.49	-0.61	0.0%	5%	-30%	7%	20%	7.7%	-3%	7%
O=S(=O)(Nc1nnc(C2CCCCC2)s1)c1ccc(F)cc1	nt	nt	nt	nt	0.5%	nt	30%	25%	1%	-2.2%	-5%	nt
O=C(COc1ccc(F)cc1Cl)N(Cc1nnc(-c2ccccc2Cl)o1)C1CC1	nt	nt	nt	nt	-0.1%	nt	-18%	5%	-28%	7.5%	9%	nt
COc1ccc(-c2nnc(NC(=O)C(C)C)o2)cc1	0.34	-0.092	0.5	-0.7	-0.1%	-2%	-9%	4%	39%	-0.6%	-4%	3%
Cc1ccc(NC2=C(Cl)C(=O)OC2OC(=O)c2ccco2)cc1C (stereo not drawn)	-1.3	-0.13	-0.35	-0.11	-0.3%	7%	-21%	11%	15%	3.6%	-1%	5%
O=C(COC(=O)/C=C/c1ccccc1[N+](=O)[O-])Nc1ccc(OC(F)F)cc1	-0.38	-0.28	-0.23	0.43	-0.2%	5%	-4%	3%	-44%	9.7%	7%	2%
O=C(CSc1nccn1Cc1ccc(F)cc1)NC1CCCC1	nt	nt	nt	nt	-0.1%	nt	-3%	19%	-4%	-2.1%	13%	nt
CCn1c(C(O)c2cc(OC)ccc2OC)nc2ccccc21 (stereo not drawn)	nt	nt	nt	nt	-0.1%	nt	-8%	8%	-3%	-1.3%	10%	nt
CCCC(=O)Nc1ccc2nc(C)n(Cc3ccccc3Cl)c(=O)c2c1	nt	nt	nt	nt	0.3%	nt	-24%	15%	-56%[20 µM]	5.3%	-1%	nt
O=C1COc2ccc(S(=O)(=O)NCc3ccc(Cl)cc3)cc2N1	nt	nt	nt	nt	-0.1%	nt	1%	8%	-23%	-1.3%	-2%	nt
O=C(COC(=O)C1CC2C=CC1C2)Nc1ccc2c(c1)OC(F)(F)O2 (stereo not drawn)	0.67	-0.31	-0.55	0.48	-0.2%	7%	-18%	18%	6%	-6.7%	4%	-2%
CN(Cc1ccccc1)C(=O)c1cc2ccccc2o1	-0.15	-0.42	-0.14	0.47	-0.1%	11%	-34%	-18%	-7%	-8.7%	-10%	-1%
O=C(O)Cc1sc(-c2cccnc2)nc1-c1ccc(Br)cc1	0.0045	-0.32	-0.37	-0.42	0.5%	7%	-5%	6%	5%	4.7%	7%	9%
[O-]/C(=C(\C(=S)Nc1ccc(Cl)cc1)[n+]1ccccc1)c1ccc(OC(F)F)cc1	-0.41	-0.27	0.021	-0.15	-0.3%	3%	-28%	-2%	-7%	-0.1%	18%	0%
Cc1ccc(-c2nc3ccccc3nc2-c2ccccc2)cc1	nt	nt	nt	nt	-0.1%	nt	-7%	9%	-5%	7.1%	16%	nt
COCCn1nnnc1C(c1cccc(OC)c1OC)N1CCN(C2CCCCC2)CC1 (stereo not drawn)	-1.1	-0.18	-0.67	1.3	-0.2%	2%	-22%	4%	13%	18%	2%	-1%
CC(=NC(C)C)C1=C(O)C(C)OC1=O (stereo not drawn)	0.13	-0.25	-0.2	-0.069	-0.4%	-12%	3%	12%	31%	10%	-4%	-2%
Cc1c(C#N)c2ncn(Cc3ccccc3)c(=O)c2n1-c1ccccc1	-0.097	-0.11	-0.043	0.045	-0.2%	1%	1%	11%	23%	-4.2%	4%	5%
Cc1oc(-c2ccc(Cl)cc2)nc1CN1CCCC(C(=O)NCCCN2CCCC2=O)C1 (stereo not drawn)	-0.27	0.054	0.089	-0.93	0.3%	5%	12%	4%	-34%	7.1%	3%	9%
C/C(CC(=O)Nc1ccc2ccccc2c1)=N\NC(=O)c1cnccn1	-0.24	-0.12	0.027	-0.6	0.2%	36%	-15%	-3%	26%	-2.3%	3%	6%
Cc1cccc(NC(=O)CN2C(=O)N/C(=C/c3ccc(C)s3)C2=O)c1	-4.5	11	0.038	-0.29	-0.2%	5%	-26%	-9%	8%	-5.6%	17%	4%
CCSc1nnc(COc2ccccc2)n1CC	-0.42	-0.79	-0.41	-0.4	0.0%	15%	-11%	-28%	7%	12%	-1%	0%
CCc1nnc(NC(=O)Cn2nc(-c3ccccc3OC)ccc2=O)s1	-0.77	-0.16	-0.5	0.7	0.2%	8%	3%	5%	-24%	-3.2%	5%	10%
CCCn1cc(CN2CCC(C(=O)Nc3cccc(-c4cscn4)c3)CC2)c(C)n1	nt	nt	nt	nt	-0.1%	nt	7%	10%	-45%	8.2%	8%	nt
